# bub3: NCI yeast anticancer drug screen, S. cerevisiae bub3 mutant strain. growth inhibition, % at 50 µM. 9.9% of 78,000 active;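 further: 0% = growth of vehicle-only cultures of the same strain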
#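 Growth of a checkpoint-deficient yeast mutant is measured after compound exposure. Values represent inhibition relative to vehicle.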
# sgs1 mgt1: NCI yeast anticancer drug screen, S. cerevisiae sgs1 mgt1 strain | % growth inhibition at 50 µM | 10% of 78,000 active;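 further: 0% = growth of vehicle-only cultures of the same strain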
#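 Inhibition of yeast growth, normalised to vehicle-treated controls, is reported for a strain bearing genetic alterations in DNA damage repair.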
# yeast mec2-1: NCI yeast anticancer drug screen, S. cerevisiae mec2-1 strain | % growth inhibition at 50 µM | 9% of 79,000 active | AID 157;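 further: 0% = growth of vehicle-only cultures of the same strain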
#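 Cells of the genetically defined mec2-1 yeast strain are incubated with test compound. Inhibition of growth is calculated against vehicle-treated controls.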
# yeast mlh1 rad18: NCI yeast anticancer drug screen, S. cerevisiae mlh1 rad18 strain. AID 175. growth inhibition, % at 50 µM. 11% of 79,000 active;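 further: 0% = growth of vehicle-only cultures of the same strain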
#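 Cells of a genetically altered yeast strain, deficient in DNA damage repair, were treated with compound. Their growth was then compared with that of vehicle-treated cultures to give inhibition.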
# rad50: NCI yeast anticancer drug screen, S. cerevisiae rad50 strain; % growth inhibition at 50 µM; 10% of 79,000 active; AID 155;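 further: 0% = growth of vehicle-only cultures of the same strain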
#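 Growth of the mutant yeast was measured after compound exposure and referenced to vehicle-treated cultures.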
# cln2 rad14: NCI yeast anticancer drug screen, S. cerevisiae cln2 rad14 strain. % growth inhibition at 50 µM. 8.3% of 78,000 active;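 further: 0% = growth of vehicle-only cultures of the same strain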
#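 Yeast carrying cln2 and rad14 alterations (cell cycle control and DNA damage repair) were exposed to compounds. Growth inhibition was measured against vehicle-treated controls.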
# * hit, by the source's call. No stated cut-off is given here; in the data, active means growth inhibition above about 70%; inactive means the rest.
structure | rad50 | yeast mec2-1 | sgs1 mgt1 | yeast mlh1 rad18 | cln2 rad14 | bub3
O=C1C=CC(=Nc2ccc3c(c2)Cc2cc(Cl)ccc2-3)O1 | 100* | 99* | 100* | 84* | 98* | 100*
O=C(NCC1CC1)Nc1cccc2ccccc12 | -19 | -3 | -2 | -5 | -55 | -14
C[n+]1c(-c2ccc(/C=N/Nc3ccnc(N/N=C/c4ccc(-c5cn6ccccc6[n+]5C)cc4)n3)cc2)cn2ccccc21 | 99* | 100* | 99* | 99* | 99* | 99*
C/C=C(/C)C(=O)OC1CC(C)=CC(OC(=O)/C(C)=C\C)[C@]2(C)C1[C@](O)(C(C)C)C[C@H]2OC(C)=O (stereo not given in full) | 41 | 21 | 28 | 49 | 30 | 25
COc1cc(C(=O)c2cc3c(cc2C)OCO3)cc(OC)c1OC | 3 | 12 | 6 | 16 | -12 | 29
CC1=CC(C)C(O)C(C)/C=C/C(O)C/C=C(/C)C(=O)CC(O)C(C)\C=C/C=C/C=C\C(=O)NC2=C(O)c3cc(C)c(O)c(c3C(=O)C2=O)C1=O (stereo not given) | -42 | -12 | -22 | -19 | -14 | -6
O=C(C=P(c1ccccc1)(c1ccccc1)c1ccccc1)c1ccc(Cl)cc1 | 99* | 99* | 99* | 99* | 99* | 98*
CCOC(=O)C(C)(C)Oc1ccc2c(-c3ccc(Cl)cc3)c(-c3ccc(Cl)cc3)c(=O)oc2c1 | 12 | 14 | 2 | 12 | -19 | 1
COc1ccc(C2C(=O)c3ccc(OC)cc3OC2c2cccnc2)cc1 (stereo not given) | 15 | -9 | 54 | 25 | 30 | 46
COc1ccc(/C=C(\NC(=O)c2ccccc2)c2nc3ccccc3s2)c(OC)c1 | 12 | -20 | -12 | 16 | -1 | -2
Nc1cnccc1NCC(O)c1ccccc1 (stereo not given) | 10 | -6 | -7 | -9 | -16 | -2
C=C(C)CC1CC(=O)OC1=O (stereo not given) | 26 | -16 | 14 | 4 | -22 | -10
CCN(Cc1ccccc1)c1ccc(SC#N)cc1 | 62 | 30 | 58 | 64 | -15 | 70
CN(C)CC1CN(C)CC(CN(C)C)C1(O)C(C(=O)N(C)C)c1ccccc1 (stereo not given) | 75* | 50 | 65 | 62 | 36 | 50
COC(=O)C1NC(=O)C(N2C(=O)c3ccccc3C2=O)=CSC1(C)C (stereo not given) | -16 | -3 | 1 | -7 | -12 | -48
O=C(CN1C(=O)CC(NC(=O)OCc2ccccc2)C1=O)NCC(=O)Oc1ccc([N+](=O)[O-])cc1 (stereo not given) | 32 | 21 | 27 | 22 | 8 | 4
CC(=O)C1=CCC(C(C)C)C1 (stereo not given) | 4 | -1 | -1 | 2 | -1 | 17
O=[N+]([O-])/C(Br)=C\c1ccc([N+](=O)[O-])cc1 | 99* | 97* | 100* | 100* | 92* | 95*
NNC(=S)N/N=C(\CCCC(=O)NCCc1ccccc1)CC(=O)c1ccccc1 | -4 | 13 | -21 | 9 | 18 | 8
COc1cc(/C=C/c2ccc(OC)c(OC)c2)cc(OC2OC(CO)C(O)C(O)C2O)c1 (stereo not given) | 16 | 5 | -2 | 9 | 14 | 0
COc1c(OCC(O)CN2CCCCC2)c2c(C)coc2c2ccoc12 (stereo not given) | 34 | 19 | 16 | 23 | 9 | 4
N#CC(=C1SCS1)[N+](=O)[O-] | 91* | 92* | 92* | 93* | 92* | 90*
CC(C)(C)CC(C)(C)c1c(O)cc(O)cc1Cl | 99* | 99* | 95* | 99* | 99* | 99*
CC(C)NC(=O)CN1C(=O)NC(C)(c2ccccc2)C1=O (stereo not given) | 76* | 67 | 54 | 70* | 91* | 79*
COC(=O)C1CC23CCCN4CCC5(c6ccccc6N(C=O)C15CC2)C43 (stereo not given) | 21 | -8 | 23 | -50 | 4 | 3
COc1ccccc1CC(=O)C(O)(C(F)(F)F)C(F)(F)F | -37 | -36 | -19 | -27 | -29 | -6
Clc1ccc(C2=CC(c3ccccc3)N3C(=N[C@H]4CCCC[C@@H]43)N2)cc1 (stereo not given in full) | 55 | 54 | 79* | 92* | 32 | 85*
CCNC(=O)C(CC)CO (stereo not given) | 12 | -5 | 4 | 4 | 14 | -10
C[CH2][Ge]([CH2]C)([CH2]C)[O]C(=O)C([O][Ge]([CH2]C)([CH2]C)[CH2]C)c1ccccc1 (stereo not given) | 91* | 93* | 91* | 90* | 90* | 91*
CSc1ccc2c(=O)c(C(=O)O)c[nH]c2c1 | 0 | 16 | 5 | 6 | 2 | 10
[N-]=[N+]=CC(=O)C1OC12C1CC3CC(C1)CC2C3 (stereo not given) | -9 | -6 | 2 | 5 | -6 | 5
Cn1ncc2c(NC(C)(C)CC(C)(C)C)ncnc21 | 21 | 8 | 1 | 17 | 2 | 45
Cc1ccccc1N=Nc1c(-c2ccccc2)nn(C(N)=S)c1-c1ccccc1 | 36 | 7 | 24 | 19 | 4 | 1
CCCCCCCCCCCCCCCCOc1ccccc1NC(=O)CC(C)=O | -9 | -19 | -9 | -4 | -6 | -5
Cn1ncc2c(Nc3cc(Cl)ccc3Cl)ncnc21 | -3 | -2 | 4 | -2 | -53 | 4
CCCCC1=C(O)c2ccccc2C(=NC(CO)(CO)CO)C1=O | -5 | -4 | -3 | -11 | -12 | -2
CCCCCCCCCCCC(CCCCCCC)c1ccc(C)cc1 (stereo not given) | -2 | 2 | 4 | -10 | -2 | -4
CC(OC(C)(C)C)C(NC(=O)C(CCCCNC(=O)OC(C)(C)C)NC(=O)C(Cc1c[nH]c2ccccc12)NC(=O)C(Cc1ccccc1)NC(=O)OCc1ccccc1)C(=O)NC(Cc1ccccc1)C(=O)O (stereo not given) | -10 | -17 | -24 | -19 | 24 | 1
C=CCOC(=O)OCC=C | 4 | -9 | 2 | 3 | -4 | 23
COC1CCCCC1C(=O)C(C#N)C1CCCCC1C1CCCCC1 (stereo not given) | 96* | 95* | 97* | 98* | 98* | 97*
CCN(CC)CC(=O)c1ccc2cc(Cl)c3ccccc3c2c1 | 99* | 99* | 99* | 99* | 99* | 99*
COC(=O)c1ccc2c(c1)CC1(C2)Cc2cc3c(cc2C1)CCC3 | -19 | -20 | -18 | -12 | 10 | 13
ON=C1CCN(c2ccccc2)CC1 | 10 | -30 | -10 | -18 | -44 | 2
Clc1ccc(/C=C2/c3ccccc3-c3nc4ccccc4cc32)cc1 | -1 | 24 | 24 | 7 | -25 | -9
O=C1N[C@@H](O)[C@@H]2ON=C(c3ccccc3)[C@H]12 | -6 | -22 | -1 | 0 | 0 | 17
O=[N+]([O-])c1sc2ccc(Cl)cc2c1Nc1ccc(Cl)cc1 | -41 | -18 | -6 | 12 | 3 | -13
CN(C)c1ccc(C(c2cc3c(cc2O)OCO3)N2CCN(C(c3ccc(N(C)C)cc3)c3cc4c(cc3O)OCO4)CC2)cc1 (stereo not given) | 40 | 31 | 29 | 36 | 9 | 14
Cc1c(Cl)cccc1NC(=O)OCCCc1ccccc1 | 2 | 10 | 16 | 10 | -9 | 9
CC(C)C(=O)NCCc1ccccc1 | 0 | 0 | -3 | 3 | -27 | 0
CSc1ccc(C(=NO)c2ccc(SC)cc2)cc1 | -11 | 18 | -1 | -12 | -1 | -8
C1C2CC3(CO3)C1C1OC21 (stereo not given) | -39 | -14 | -26 | -11 | 4 | -22
CC(C)O[C@H]1N(C2CC(N=[N+]=[N-])C(CO)O2)C(=O)NC(=O)[C@]1(C)Br (stereo not given in full) | 87* | 91* | 90* | 91* | 89* | 90*
CN(C)C(=O)NCCN(CCNC(=O)N(C)C)C(=O)N(C)C | -2 | 13 | -1 | -4 | -28 | -19
CC(=O)OCC1OC(n2ncnc2CBr)C(OC(C)=O)C(OC(C)=O)C1OC(C)=O (stereo not given) | 30 | -3 | 12 | 11 | 8 | -5
CCN(C(=O)Nc1ccccc1Cl)c1ccccc1 | 9 | 13 | 9 | 12 | 3 | 8
OCC(COCCCCCCCCCCCC1C=CCC1)OCCCCCCCCCCCC1C=CCC1 (stereo not given) | -10 | -46 | -32 | -4 | 6 | -25
Cc1cccc2cc[nH]c12 | -10 | -22 | -13 | -19 | -56 | 5
O=C(OCCNC1CCCCC1)c1ccc([N+](=O)[O-])cc1 | 9 | 2 | 1 | 11 | -44 | -4
O=C(CN1CCCCC1)NC(=O)N/N=C\c1ccccc1 | -9 | -8 | 10 | 5 | -66 | 6
CNC(CC(=O)O)C(=O)O (stereo not given) | 0 | -4 | -15 | -3 | -15 | 2

# Next results follow:
structure | rad50 | yeast mec2-1 | sgs1 mgt1 | yeast mlh1 rad18 | cln2 rad14 | bub3
N=C1C=CC2C(=Nc3ccccc3[N+]2=O)N1Cc1ccncc1 (stereo not given) | -3 | 1 | -6 | 23 | 1 | 8
COc1cnnc2ccccc12 | 13 | 3 | 5 | 14 | -2 | -1
COC(=O)C(CC(C)C)NC(=O)C(CC(N)=O)NC(=O)OCc1ccccc1 (stereo not given) | 15 | -5 | 2 | -4 | -6 | 3
Clc1ccc(C2SCc3nc4ccccc4n32)cc1 (stereo not given) | -22 | -10 | -8 | 23 | 6 | -24
CCc1c(C)[nH]c2ccc([N+](=O)[O-])cc12 | 18 | 3 | 7 | 26 | 20 | 23
Cc1cc2c(ccc3c2ccc[n+]3C)[nH]1 | -4 | 4 | 9 | -4 | -51 | 11
CNc1ccc2c(c1)C(=O)c1c(C)n(C)c3cccc-2c13 | 4 | -10 | -9 | 16 | -9 | 4
CC(=O)C(N)CC(C)C (stereo not given) | 1 | 7 | 3 | -1 | -16 | 7
Cc1ccc(Cl)cc1NC(=O)CCc1ccccc1 | 4 | 22 | 24 | 21 | -2 | 4
CC1CN(CC(O)c2ccc(Br)cc2)CC(C)O1 (stereo not given) | 58 | 34 | 66 | 42 | 69 | 55

# By substructure: those above containing four or more nitrogen atoms
structure | rad50 | yeast mec2-1 | sgs1 mgt1 | yeast mlh1 rad18 | cln2 rad14 | bub3
C[n+]1c(-c2ccc(/C=N/Nc3ccnc(N/N=C/c4ccc(-c5cn6ccccc6[n+]5C)cc4)n3)cc2)cn2ccccc21 | 99* | 100* | 99* | 99* | 99* | 99*
CN(C)CC1CN(C)CC(CN(C)C)C1(O)C(C(=O)N(C)C)c1ccccc1 (stereo not given) | 75* | 50 | 65 | 62 | 36 | 50
O=C(CN1C(=O)CC(NC(=O)OCc2ccccc2)C1=O)NCC(=O)Oc1ccc([N+](=O)[O-])cc1 (stereo not given) | 32 | 21 | 27 | 22 | 8 | 4
NNC(=S)N/N=C(\CCCC(=O)NCCc1ccccc1)CC(=O)c1ccccc1 | -4 | 13 | -21 | 9 | 18 | 8
Cn1ncc2c(NC(C)(C)CC(C)(C)C)ncnc21 | 21 | 8 | 1 | 17 | 2 | 45
Cc1ccccc1N=Nc1c(-c2ccccc2)nn(C(N)=S)c1-c1ccccc1 | 36 | 7 | 24 | 19 | 4 | 1
Cn1ncc2c(Nc3cc(Cl)ccc3Cl)ncnc21 | -3 | -2 | 4 | -2 | -53 | 4
CC(OC(C)(C)C)C(NC(=O)C(CCCCNC(=O)OC(C)(C)C)NC(=O)C(Cc1c[nH]c2ccccc12)NC(=O)C(Cc1ccccc1)NC(=O)OCc1ccccc1)C(=O)NC(Cc1ccccc1)C(=O)O (stereo not given) | -10 | -17 | -24 | -19 | 24 | 1
CN(C)c1ccc(C(c2cc3c(cc2O)OCO3)N2CCN(C(c3ccc(N(C)C)cc3)c3cc4c(cc3O)OCO4)CC2)cc1 (stereo not given) | 40 | 31 | 29 | 36 | 9 | 14
CC(C)O[C@H]1N(C2CC(N=[N+]=[N-])C(CO)O2)C(=O)NC(=O)[C@]1(C)Br (stereo not given in full) | 87* | 91* | 90* | 91* | 89* | 90*
CN(C)C(=O)NCCN(CCNC(=O)N(C)C)C(=O)N(C)C | -2 | 13 | -1 | -4 | -28 | -19
O=C(CN1CCCCC1)NC(=O)N/N=C\c1ccccc1 | -9 | -8 | 10 | 5 | -66 | 6
N=C1C=CC2C(=Nc3ccccc3[N+]2=O)N1Cc1ccncc1 (stereo not given) | -3 | 1 | -6 | 23 | 1 | 8

# Bioassay records from PubChem BioAssay.

# No enrichment for hits. About 15% of those tested had a hit in this group.
